Screening data from PubChem.
Tau fibril ThT – blocks human tau fibril formation measured by thioflavin T. Potency, µM (doses to about 57.4 µM), inactives show top-dose activity, negative = inhibition, usual class: inhibitors. 270,000 tested, 2.1% active. AID 1460. recombinant tau K18 P301L, heparin-induced fibrillization, ThT fluorescence; also: % is scaled to controls: 0 for no effect and ±100 for the full control effect; nearly all actives have a fitted effect of over 55% in size
Target sequence (P10636 561-689 P618L limits assumed): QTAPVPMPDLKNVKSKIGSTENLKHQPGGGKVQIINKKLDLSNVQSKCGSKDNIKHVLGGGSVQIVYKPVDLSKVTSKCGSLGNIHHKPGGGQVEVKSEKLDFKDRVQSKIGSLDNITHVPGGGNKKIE
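Tau K18 P301L fragment (15 uM unlabeled plus 0.24 uM Alexa 594-labeled) in 100 mM sodium acetate pH 7 with compound, fibrillization induced by 20 uM heparin for 6 hr at 37 C. Thioflavin T (30 uM) added, fluorescence read after 1 hr (ex 450, em 510 nm).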
Tau fibril FP – inhibitors of human tau fibril formation; AID 1468; 280,000 tested, 0.39% active; P10636; K18 P301L tau heparin fibrillization, Alexa594 FP, 6 h; Potency, µM (titrated, usually from 57.7 µM), without a hit: top-dose activity, negative = inhibition, actives largely listed as inhibitors; also: % is scaled to controls: 0 for no effect and ±100 for the full control effect; nearly all actives have a fitted effect of over 55% in size
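FP of Alexa 594-tau after heparin (20 uM) induction. Substrate: human K18 P301L, 15 uM unlabeled, 0.24 uM labeled. Buffer 100 mM sodium acetate pH 7. 6 hr, 37 C.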
Tau fluor cs – counter-screen for tau fibril formation inhibitors; Potency, µM (series often up to 57.7 µM), for the others: at the top dose activity change, negative = decrease; 280,000 tested, 0.93% active; tau K18 P301L (four-repeat tau fragment) Alexa594 fluorescence, heparin fibrillization; also: % is scaled to controls: 0 for no effect and ±100 for the full control effect; nearly all actives have a fitted effect of over 55% in size
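Human K18 P301L tau (15 uM unlabeled plus 0.24 uM Alexa 594-labeled, final) in 100 mM sodium acetate pH 7 was mixed with compound and 20 uM heparin and incubated 6 hr at 37 C.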
GAA spleen mod – inhibits or activates alpha-glucosidase in human spleen homogenate; human spleen homogenate, 4-MU-alpha-glucoside fluorescence; Potency, µM (top dose mostly 79.9 µM), without a hit: at the top dose activity change, negative = inhibition, most hits filed as inhibitors; 240,000 tested, 0.006% active; P10253; AID 2112;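 also: 0% = enzyme with vehicle and -100% = no enzyme basal signal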
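Compounds were titrated against alpha-glucosidase in spleen homogenate at pH 5.0, with 1 mM 4-methylumbelliferyl substrate for 40 min at 37 C. Reactions were quenched with pH 10 NaOH/glycine and fluorescence measured.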
GLA spleen mod – alpha-galactosidase A (human) modulation | P06280 | 240,000 tested, 0.008% active | human spleen homogenate, 4MU-alpha-Gal fluorescence, 40 min | Potency, µM (series often up to 80 µM), without a hit: top-dose activity change, negative = inhibition, usual class: inhibitors;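 also: 0% = enzyme with vehicle and -100% = no enzyme basal signal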
Target sequence (P06280 32-429 limits assumed): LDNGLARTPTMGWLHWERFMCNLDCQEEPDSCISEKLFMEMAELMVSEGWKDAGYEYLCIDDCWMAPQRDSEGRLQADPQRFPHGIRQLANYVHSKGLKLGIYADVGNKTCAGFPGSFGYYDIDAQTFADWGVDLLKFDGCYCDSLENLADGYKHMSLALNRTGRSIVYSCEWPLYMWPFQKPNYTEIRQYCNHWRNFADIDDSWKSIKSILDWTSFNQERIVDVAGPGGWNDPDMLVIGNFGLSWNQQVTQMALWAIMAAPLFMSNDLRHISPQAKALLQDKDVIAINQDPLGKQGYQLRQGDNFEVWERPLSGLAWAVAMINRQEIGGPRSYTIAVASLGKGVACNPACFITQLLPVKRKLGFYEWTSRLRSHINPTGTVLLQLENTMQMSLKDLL
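Human spleen homogenate (1 ug) was the enzyme source, with 4-methylumbelliferyl-alpha-D-galactopyranoside (1 mM final) in pH 5.0 citrate buffer with 0.01% Tween-20. Compounds were titrated; after 40 min at 37C, NaOH/glycine stop, 4-MU fluorescence read; AC50 from Hill fits.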
HTT ATP protect – cytoprotection in Huntington HTT-Q103 PC12 cell model. PC12 HTT-Q103 induced, cytoprotection, ATP luminescence, 40 h. Potency, µM (highest dose often 56.4 µM), without a hit: cytoprotection (ATP increase), hits mostly activators. 230,000 tested, 0.14% active. AID 1471;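 also: % of control where 0% means no effect; nearly all actives have a fitted effect of over 45% in size; toxic huntingtin expression switched on by the ecdysone agonist tebufenozide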
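Compounds were screened for protection of PC12 cells against cell death after tebufenozide induction (100 nM final) of mutant Huntingtin exon 1 (Q103) fused to GFP.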
GAA glycogen mod – alters human alpha-glucosidase cleavage of glycogen | recombinant GAA, glycogen substrate, Amplex Red glucose oxidase fluorescence | Potency, µM (titrated, usually from 76.4 µM), without a hit: at the top dose activity change, negative = inhibition, usual class: inhibitors | 300,000 tested, 0.38% active | P10253;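 also: 0% = full enzyme reaction and -100% = no-enzyme basal signal; the screen sought inhibitors and activators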
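Natural-substrate format: glycogen cleavage by 4 nM human enzyme, glucose read by Amplex Red coupling (Ex 573, Em 610 nm). Normalized to enzyme and no-enzyme controls.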
GAA inh – inhibitors of human lysosomal alpha-glucosidase. purified human GAA, 4-MU-alpha-glucoside fluorescence. P10253. Potency, µM (highest dose often 76.9 µM), inactives show at the highest dose activity change, negative = inhibition, usual class: inhibitors. AID 1466. 200,000 tested, 0.005% active;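 also: plate controls were uninhibited enzyme wells for no effect and no-enzyme background for full effect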
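Enzyme (4 nM final) mixed with compound (up to 77 uM), then 4-MU-alpha-D-pyranoside (400 uM final) added; 20 min at room temperature, pH 5.0. Reaction stopped at pH 10, fluorescence read, AC50 derived by Hill fit.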
An asterisk follows results filed as active; ? = inconclusive; . = no result given; [ ] = remark or other dose. Calls follow the shape of the dose curve; as a rule, active = well fitted curve in the direction sought with a large enough effect; inconclusive = small, poorly fitted or top-dose-only effect, or another doubt; inactive = no such curve, though single readings can be large; an effect the other way counts as inactive or inconclusive. Potency is read from the fitted curve at half-maximal effect.

compound	Tau fibril ThT	Tau fibril FP	Tau fluor cs	GAA spleen mod	GLA spleen mod	HTT ATP protect	GAA glycogen mod	GAA inh
CCn1ncc(/C=N\NC(=O)COc2ccccc2)c1C	-5%	4%	1%	0%	1%	.	12%	4%
Cc1c(CCC(=O)NCc2cccc(Cl)c2)c(=O)oc2c(C)c(O)ccc12	4%	-15%	0%	.	.	.	4%[76.3 µM]	.
COc1cc(/C=C/C(=O)O)cc(S(=O)(=O)N(C)CCO)c1OC	-13%	-6%	-9%	-6%	-1%	-15%	5%	-4%
Fc1cnc(N2CCc3ccccc32)nc1N1CCc2ccccc21	-2%	-1%	-10%	0%	-4%	12%[10 µM]	3%	-8%
CCN(C(=O)Cn1nnc2sc3c(c2c1=O)CCC(C(C)(C)C)C3)c1cccc(C)c1 (stereo unspecified)	-1%	3%	-5%	.	.	.	-4%[76.3 µM]	.
COc1ccc(C(=O)Nc2sc(C)c(-c3ccccc3)c2C#N)cc1OC	?	3%	?	-11%	-7%	-2%	-25%	-6%
CCC(C)(C)NC(=O)C(c1ccncc1)N(Cc1ccc(C)cc1)C(=O)c1csnn1 (stereo unspecified)	-6%	5%	-4%	0%	-4%	29%[10 µM]	-7%	5%
CCC(C(=O)NCc1ccco1)n1nc(-c2ccc(OC)cc2)ccc1=O (stereo unspecified)	-17%	4%	-4%	5%	3%	-17%	6%	-1%
CCOc1ccc(C(=O)CC(Sc2ccc(C)cc2)C(=O)O)cc1 (stereo unspecified)	?	?	-12%	-2%	-6%	-33%[10 µM]	14%	-2%
COc1cccc(OC)c1C(=O)NNC(=O)c1ccccc1-n1cccc1	-7%	-11%	-13%	.	-16%	7%	-8%	-7%
COc1ccccc1NC(=O)c1cc(=O)c2ccc(C)c(C)c2o1	-10%	-10%	-13%	.	.	.	13%[76.3 µM]	.
CC1(C)CC(=O)C2=C(C1)OC(N)=C(C#N)C21C(=O)N(Cc2ccccc2Cl)c2ccccc21 (stereo unspecified)	-3%	?	-14%	3%	8%	-6%[10 µM]	3%	-11%
CCOC(=O)Cn1c(=O)c(-c2cc(Br)ccc2N)nc2ccccc21	.	10%	-28%	8%	6%	16%[10 µM]	-3%	.
CCc1cccc(CC)c1NC(=O)c1c(C)oc2ccc(O)c(CN3CCOCC3)c12	2%	1%	-9%	.	.	.	-3%[76.3 µM]	.
FC(F)(F)c1ccncc1-c1nnnn1-c1ccc(Cl)cc1	-3%	1%	-7%	-5%	6%	14%[10 µM]	-3%	.
COc1ccc(NC(=O)c2sc3nc(-c4ccc(OC)cc4)cc(C(F)(F)F)c3c2N)cc1	-14%	-2%	-19%	.	.	.	-9%[76.3 µM]	.
COC(=O)/C(NC(C)=O)=C(\C)c1ccc(Cl)cc1	-3%	5%	3%	-6%	3%	23%[10 µM]	4%	-2%
CN(CC(=O)Nc1ccccc1Sc1ccccc1)Cc1nc2ccccc2c(=O)[nH]1	-10%	-1%	-15%	-11%	-16%	-2%	-8%	2%
COc1ccc(C(CNC(=O)c2ccc(F)cc2)N2CCCC2)cc1 (stereo unspecified)	-17%	-7%	-22%	.	.	.	1%[76.3 µM]	.
CC1(C)C(=O)OC(c2cc(Br)ccc2O)C(C)(C)C1=O (stereo unspecified)	9%	-3%	1%	4%	9%	-7%	1%	-3%

(continued)
compound	Tau fibril ThT	Tau fibril FP	Tau fluor cs	GAA spleen mod	GLA spleen mod	HTT ATP protect	GAA glycogen mod	GAA inh
CCOc1cc(CNC2CCCC2)c(Cl)cc1OCC(=O)Nc1ccccc1	-2%	12%	-2%	-5%	2%	-12%	-4%	-2%
CCCCCCn1cnc2c(c1=O)c1nc3ccccc3nc1n2Cc1cccs1	-6%	0%	2%	-2%	11%	-7%[0.074 µM]	3%	-3%
O=C1CC(c2nc3ccccc3[nH]2)CN1c1cccc(Cl)c1 (stereo unspecified)	10%	-4%	-2%	.	.	.	?	.
CCCCCc1c(C)c(C#N)c2nc3ccccc3n2c1-n1ccnc1C	-2%	-2%	-2%	-1%	1%	-7%	-1%	-13%
COc1ccc(C2CC(c3ccccc3C)n3nc(N)nc3N2)cc1 (stereo unspecified)	-7%	-3%	-7%	2%	0%	5%[10 µM]	5%	0%
O=C(NCC1COc2ccccc2O1)C1CCC(CNc2c(N3CCCCC3)c(=O)c2=O)CC1 (stereo unspecified)	-10%	2%	-11%	-2%	-4%	5%	18%	-4%
CC1CCN(S(=O)(=O)c2ccc(C(=O)Nc3sccc3C(N)=O)cc2)CC1	17%	?	-23%	-6%	-5%	?	-2%	-1%
O=C(NCCCn1ccnc1)c1ccc(S(=O)(=O)Nc2ccccc2)cc1	5%	7%	3%	-6%	5%	33%[10 µM]	-9%	.
Cc1ccccc1N1C(=O)c2ccccc2C1Nc1cccnc1 (stereo unspecified)	-7%	0%	-3%	-2%	-2%	-1%	-6%	-4%
COc1ccccc1CNC(=O)CN(c1ccc(C)cc1)S(=O)(=O)c1c(C)n[nH]c1C	-12%	2%	-11%	-7%	-14%	-5%	-4%	-1%
COc1ccccc1CC(=O)N1CCCc2ccccc21	-7%	10%	-1%	-5%	-11%	10%	-6%	1%
CC(C)(C)S(=O)(=O)c1nc2ccccc2s1	0%	-5%	-5%	2%	3%	22%	9%	2%
O=C(Nc1cccnc1Cl)c1cccc(F)c1	-1%	5%	-1%	6%	4%	?	23%	-3%
O=C1CCC(=O)N1CNc1cccnc1	0%	-1%	-2%	7%	5%	-22%	3%	1%
CCCC(=O)Nc1ccc(S(=O)(=O)Nc2cc(C)nc(C)n2)cc1	-4%	-3%	-3%	-8%	-9%	-21%	6%	-4%
CC(C)[C@H]1COC(c2cc(Cl)cc(Cl)c2)=N1	-7%[126 µM]	-2%[126 µM]	-16%[126 µM]	4%[119 µM]	-4%[119 µM]	-14%[96.6 µM]	.	.
Cc1cc(C(=O)CSc2nnc(-c3ccco3)o2)c(C)n1-c1ccc2c(c1)OCCO2	?	5%	?	-1%	-4%	10%[10 µM]	-2%	-4%
CC(C)[C@H](NC(=O)c1ccccc1Cl)C(=O)OCc1cc(=O)n2cc(Br)ccc2n1	-4%	-1%	-5%	1%	2%	-25%	4%	1%
COc1ccc(/C(C)=N\Nc2nc(-c3ccccc3)cc(=O)[nH]2)cc1	?	-8%	-3%	2%	7%	8%[10 µM]	4%	7%
Cc1ccc(NC(=O)CCC(=O)OCC(=O)c2ccc(Oc3ccc([N+](=O)[O-])cc3)cc2)cc1C	-13%	-16%	-19%	-8%	-6%	-53%[inhibitor][10 µM]	1%	-25%

By substructure: the compounds so far with a thiophene ring, fused or not.
compound	Tau fibril ThT	Tau fibril FP	Tau fluor cs	GAA spleen mod	GLA spleen mod	HTT ATP protect	GAA glycogen mod	GAA inh
CCN(C(=O)Cn1nnc2sc3c(c2c1=O)CCC(C(C)(C)C)C3)c1cccc(C)c1 (stereo unspecified)	-1%	3%	-5%	.	.	.	-4%[76.3 µM]	.
COc1ccc(C(=O)Nc2sc(C)c(-c3ccccc3)c2C#N)cc1OC	?	3%	?	-11%	-7%	-2%	-25%	-6%
COc1ccc(NC(=O)c2sc3nc(-c4ccc(OC)cc4)cc(C(F)(F)F)c3c2N)cc1	-14%	-2%	-19%	.	.	.	-9%[76.3 µM]	.
CCCCCCn1cnc2c(c1=O)c1nc3ccccc3nc1n2Cc1cccs1	-6%	0%	2%	-2%	11%	-7%[0.074 µM]	3%	-3%
CC1CCN(S(=O)(=O)c2ccc(C(=O)Nc3sccc3C(N)=O)cc2)CC1	17%	?	-23%	-6%	-5%	?	-2%	-1%

More entries.
compound	Tau fibril ThT	Tau fibril FP	Tau fluor cs	GAA spleen mod	GLA spleen mod	HTT ATP protect	GAA glycogen mod	GAA inh
COc1ccc(NC(=O)CSc2nc(-c3cc(OC)c(OC)c(OC)c3)[nH]c2-c2ccc(F)cc2)cc1	?	9%	7.1µM*[quencher]	.	.	.	5%[76.3 µM]	.
CN(C)S(=O)(=O)c1cccc(C(=O)Nc2cccnc2)c1	10%	5%	11%	8%	4%	-40%[10 µM]	1%	-1%
CC(C)n1nnnc1SCC(=O)Nc1ccccc1N1CCOCC1	1%	-7%	-3%	-10%	16%	-4%[10 µM]	-5%	-5%
N#Cc1c(N)nc2c(c1-c1cccnc1)CCCCC2	1%	-1%	-2%	-7%	-18%	-9%	6%	-2%
COCCNC(=O)c1ccc(NC(C)=O)cc1	-2%	4%	1%	-3%	-2%	-14%	4%	13%
CCOC(=O)c1c(NC(C)=O)c2c3c(sc2n1Cc1c(C)cc(C)cc1C)CCCC3	-12%	-2%	2%	.	.	.	7%[76.3 µM]	.
c1cc(CNc2ccc3c(c2)OCCO3)ccn1	-14%	11%	-1%	-5%	3%	-9%[0.074 µM]	?	3%
CCCc1c(C(=O)NNc2ccc(C)cc2)cnn1-c1ccccc1	?	-12%	?	-1%	-3%	3%[10 µM]	?	4%[15.4 µM]
Fc1ccc(C(c2nnnn2Cc2cccs2)N2CCN(C3CCCC3)CC2)cc1 (stereo unspecified)	1%	10%	8%	-6%	-10%	6%[10 µM]	-3%	0%
S=c1[nH]nc(-c2ccncc2)n1/N=C/C=C/c1ccccc1	-18%	-4%	-18%	2%	1%	-9%[10 µM]	-26%	.
Cc1cccc(NCc2ccc(O)c3ncccc23)c1	?	10%	-23%	1%	-5%	-1%[10 µM]	10%	11%
CC(=O)C1=C(C)N2CCN=C2S1	.	-11%	-25%	-16%	-2%	3%[10 µM]	4%	.
CCOc1c(Cl)cc(Cl)cc1CNCCSc1nnnn1C	-11%	0%	-14%	.	.	.	2%[76.3 µM]	.
CCN(CC)c1ccc(/C=N/n2c(C)cc(C)cc2=O)cc1	?	0%	-16%	-8%	-3%	-13%[10 µM]	5%	-6%
CCc1ccc(-c2nc(CN3CCCC(C(=O)N4CCN(c5cc(Cl)ccc5C)CC4)C3)c(C)o2)cc1 (stereo unspecified)	?	-12%	-22%	.	.	.	-15%[76.3 µM]	.
Cc1ccc(C)c(NS(=O)(=O)c2ccc(NC(=O)CSc3ccc(Cl)cc3)cc2)c1	10%	?	?	1%	-4%	12%[10 µM]	0%	2%
